Bioassay records as filed in PubChem.
RGS8-Gao = human RGS8-Galphao interaction regulation | P09471 | multiplexed bead flow cytometry, RGS8-Galphao binding; actives lie on both sides | response (percent of control binding), % at 10 µM | actives 0.34% (n = 220,000); in the data active = response below about 60% or above about 140%; inactive = in between;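 also: Galphao activated as the GDP aluminium fluoride complex binding bead-coupled RGS8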
Target sequence (P09471 whole entry, looked up): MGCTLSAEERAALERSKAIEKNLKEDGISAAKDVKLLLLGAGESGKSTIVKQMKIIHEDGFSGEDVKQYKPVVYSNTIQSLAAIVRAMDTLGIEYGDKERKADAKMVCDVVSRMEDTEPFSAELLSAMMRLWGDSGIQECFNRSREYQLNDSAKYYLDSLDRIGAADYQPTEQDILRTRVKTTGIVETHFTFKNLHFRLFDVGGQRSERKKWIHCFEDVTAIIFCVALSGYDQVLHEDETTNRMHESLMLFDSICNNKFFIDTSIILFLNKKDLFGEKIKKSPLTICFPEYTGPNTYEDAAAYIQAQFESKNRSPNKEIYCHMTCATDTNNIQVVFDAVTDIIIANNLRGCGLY
RGS4-Gao reg = modulates binding of RGS4 to human Galphao | P09471 | Multiplexed bead flow cytometry; actives lie on both sides | binding response (% of control), % at 10 µM | actives 0.33% (n = 220,000); in the data active = binding response below about 49% or above about 150%; inactive = in between;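 also: fluorescent Galphao activated with aluminum fluoride binding bead-coupled RGS4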
Mcl1-Noxa inh = Mcl-1/Noxa interaction inhibition | TR-FRET Mcl-1/Noxa peptide binding, 2 h | inhibition, % at 21.7 µM | actives 1.5% (n = 220,000) | AID 1022;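 active = compounds that cut the protein-peptide binding signal by more than 50% relative to plate controls in a single-dose test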;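 also: His-tagged Mcl-1 with rhodamine Noxa BH3 peptide and terbium anti-His antibody; 0% = Mcl-1 plus Noxa peptide wells and 100% = peptide-only wells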
RGS7-Gao reg = human RGS7-Galphao interaction regulation; binding response (% of control), % at 10 µM; actives 0.35% (n = 220,000); Multiplexed bead flow cytometry, RGS7-Galphao binding; actives lie on both sides; P09471; in the data active = binding response below about 49% or above about 150%; inconclusive = no clear call, values can overlap the other calls; inactive = in between;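 also: fluorescent Galphao held in activated GDP-AlF4 state binding bead-coupled RGS7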
Avidin bead fluor = compound fluoresces at 488/530 nm on avidin beads. actives 0.38% (n = 220,000). compound fluorescence 488/530 nm, flow cytometry; stronger effect = higher value. AID 1775. fluorescence (KMESF) at 10 µM; in the data active = fluorescence above about 47; also: inactives centre near 10
ABCG2 inh = inhibitors of human ABCG2 transporter, ABCB1 counter-screen; AID 1325; actives 0.1% (n = 190,000); IgMXP3 cells, JC-1 efflux, flow cytometry; Q9UNQ0; inhibition, % at 6.6 µM;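 active = inhibition above 80%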;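 also: 0% = DMSO and 100% = nicardipine control wells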
Target sequence (Q9UNQ0 whole entry, looked up): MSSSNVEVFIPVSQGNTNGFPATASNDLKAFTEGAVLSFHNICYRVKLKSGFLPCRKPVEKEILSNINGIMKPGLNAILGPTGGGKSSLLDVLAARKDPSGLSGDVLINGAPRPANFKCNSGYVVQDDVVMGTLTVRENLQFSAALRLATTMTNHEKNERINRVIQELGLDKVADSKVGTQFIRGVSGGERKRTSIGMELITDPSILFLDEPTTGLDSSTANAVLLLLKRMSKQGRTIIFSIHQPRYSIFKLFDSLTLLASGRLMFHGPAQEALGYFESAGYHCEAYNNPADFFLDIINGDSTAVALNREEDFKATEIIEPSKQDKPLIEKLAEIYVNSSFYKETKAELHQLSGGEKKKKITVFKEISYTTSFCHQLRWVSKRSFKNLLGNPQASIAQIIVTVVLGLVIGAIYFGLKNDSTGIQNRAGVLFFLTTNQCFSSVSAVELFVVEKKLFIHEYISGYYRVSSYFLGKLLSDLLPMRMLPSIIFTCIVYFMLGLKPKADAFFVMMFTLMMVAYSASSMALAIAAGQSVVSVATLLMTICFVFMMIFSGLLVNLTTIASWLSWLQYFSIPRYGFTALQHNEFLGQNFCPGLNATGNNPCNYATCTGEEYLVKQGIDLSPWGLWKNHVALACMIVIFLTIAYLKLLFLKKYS
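Assay system – ABCG2 IgMXP3 and barcoded ABCB1 CCRF-Adr cell mix · Input – 3 million cells/mL in well · Reagent – JC-1 fluorescent substrate · Compound – single test compound dose, 6.6 µM final · Timing – 10 min exposure at 25 °C with rotation, no wash · Detection – flow cytometry of retained JC-1 fluorescence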
GSH fluor = GSH bead compound fluorescence profile; GSH beads flow cytometry, compound fluorescence 488/530 nm; stronger effect = higher value; fluorescence (KMESF) at 10 µM; actives 0.25% (n = 190,000); AID 1776; in the data active = fluorescence above about 89;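 also: glutathione beads carrying GST-tagged Bcl family fusion proteins plus one bare bead set; values are compound well signal with DMSO vehicle wells as background; inactives centre near 16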
Mcl-1 Bim block = disrupts Bim peptide binding to human Mcl-1; Bead-based flow cytometry, Bim peptide-Mcl-1 binding; inhibition, % at 10 µM; actives 0.1% (n = 190,000); in the data active = inhibition above about 40%;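 also: 0% = no compound tracer wells and 100% = peptide blocker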
Mcl1-Bid inh = disrupts binding of human Mcl-1 to Bid peptide. Q07820. TR-FRET Mcl-1/Bid-Dy647 peptide binding, 1536-well. inhibition, % at 21.7 µM. actives 0.97% (n = 220,000). AID 1021;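 active = compounds that cut the binding signal by more than half at the single screening dose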;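 also: His-tagged Mcl-1 with europium anti-His antibody binding Bid BH3 peptide; 0% = Mcl-1 plus peptide wells and 100% = peptide-only wells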
ABCB1 block = blocks JC-1 efflux by human ABCB1 transporter | CCRF-Adr cells, flow cytometry | inhibition, % at 6.6 µM | actives 0.067% (n = 190,000); in the data active = inhibition above about 40%;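 also: 0% = vehicle and 100% = reference inhibitor; higher value means more JC-1 retained so stronger ABCB1 efflux block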
Pf gamet viab = P. falciparum stage V gametocyte viability inhibition; inhibition, % at 10.9 µM; P. falciparum stage V gametocytes, ATP luminescence, 24 h; actives 0.065% (n = 150,000); AID 743093;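 active = inhibition above the mean plus 3 SD of compounds within the control limits, set per campaign, cut at about 38% in these data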;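 also: 0% = DMSO wells and 100% = medium only without gametocytes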
* = called active by the depositor; ? = inconclusive; / = no result given.

SMILES | RGS8-Gao | RGS4-Gao reg | Mcl1-Noxa inh | RGS7-Gao reg | Avidin bead fluor | ABCG2 inh | GSH fluor | Mcl-1 Bim block | Mcl1-Bid inh | ABCB1 block | Pf gamet viab
NC(=O)CC(NC(=O)Cc1ccc(Cl)cc1)c1ccc(NCc2ccccc2)c([N+](=O)[O-])c1 (stereo unspecified) | 95 | 92 | -10 | ? | 7 | / | / | / | -30 | / | 1
CCN(CC)C(=S)Nc1c(C)n(C)n(-c2ccccc2)c1=O | 100 | 99 | -8 | 98 | 3 | 2 | 12 | -1 | -18 | 0.1 | -24
O=C(CCC(=O)c1cccs1)Nc1ccc(N2CCCCC2)cc1 | 94 | 86 | 57* | 80 | 5 | 8 | 20 | -1 | -51 | 1.3 | -23
CC1(C)O[C@@H]1COc1c2ccoc2cc2oc(=O)ccc12 | 101 | 102 | -5 | 101 | 10 | 4 | 19 | -4 | -2 | 0.2 | /
CCOC(=O)c1ccc(Nc2ncnc3nc[nH]c23)cc1 | 106 | 103 | 3 | 104 | 10 | 4 | 17 | -3 | -3 | 0.1 | /
COc1ccc(OCc2ccc(-c3nc4ccccc4c(=O)n3N)o2)cc1 | 99 | 97 | 23 | 98 | 11 | 5 | 75 | 1 | -12 | 1.4 | /
CCCCCCn1c(Br)nc2c1c(=O)n(C)c(=O)n2C | 98 | 95 | -5 | 99 | 5 | 1 | 11 | -1 | -2 | 0.4 | 15
CCn1c(-c2ccccc2)ccc(C#N)c1=O | 105 | 105 | -6 | 101 | 14 | 10 | 35 | -1 | -20 | 1.3 | 16
COCCCNS(=O)(=O)c1ccc(C)cc1 | 97 | 101 | 2 | 96 | 9 | 0 | 51 | -1 | -5 | 0.1 | -5
Cn1c(=O)c2[nH]c(-c3cccnc3)nc2n(C)c1=O | 100 | 98 | 13 | 103 | 35 | 29 | 22 | -5 | -8 | 0.4 | -3
CN=c1scc(C)n1/N=C/c1ccc2c(c1)OCO2 | 113 | 112 | 2 | 116 | 11 | 1 | 13 | -2 | -71 | 0.2 | 16
CN(C)S(=O)(=O)c1ccc(Nc2ccc(-c3ccc4c(c3)OCCO4)nn2)cc1 | 100 | 100 | 15 | 99 | 15 | 8 | 16 | 1 | 46 | 0.4 | -7
COc1ccc(N(CC(=O)N/N=C/c2cccs2)S(=O)(=O)c2ccccc2)cc1 | 101 | 103 | 20 | 102 | 11 | 16 | 12 | -1 | 1 | -0.2 | /
COc1ccc(S(=O)(=O)Nc2ccc3c(c2)OCO3)cc1OC | 102 | 104 | 13 | 102 | 30 | -1 | 11 | 0 | -47 | 0.2 | -11
COc1ccc2[nH]c(=O)c(CN(C(=O)c3ccccn3)C3CCCCC3)cc2c1 | 99 | 96 | -13 | 104 | 21 | 0 | 25 | -3 | 9 | 0.1 | 3
CN(C(=S)NC(=O)c1ccc(Br)o1)c1ccccc1 | 92 | 92 | 16 | 90 | 3 | 6 | 12 | -4 | -50 | / | 5
CC(C)CNC(=O)c1cccc(NC(=O)c2ccc(NC(=O)c3ccco3)cc2)c1 | 107 | 97 | 11 | 101 | 15 | 0 | 35 | -3 | -2 | -0.2 | /
CCN(CC)S(=O)(=O)c1c(Br)cc(C)cc1Br | 106 | 102 | 3 | 103 | 8 | 2 | 17 | -3 | -2 | 0.2 | /
CCC(C)(C#CCN1CCCCC1)OCCC#N (stereo unspecified) | 101 | 96 | 3 | 100 | 5 | 0 | 20 | -4 | -12 | -0.5 | /
Cc1cc(C)c([N+](=O)[O-])cc1NC(=O)CCSc1ccccc1Cl | 100 | 102 | 19 | 100 | 11 | 43 | 5 | -3 | -15 | 1.2 | -13
Cc1ccc2nc(-c3cccnc3SCC(=O)N3c4ccccc4CC3C)[nH]c2c1 (stereo unspecified) | 99 | 102 | -60 | 99 | 14 | 0 | 14 | -4 | -29 | 0.3 | -17
CCc1ccc(Nc2nnc(SC3CCOC3=O)s2)cc1 (stereo unspecified) | 101 | 87 | 21 | 82 | 8 | 1 | 15 | -6 | -65 | -0.4 | -10
Cc1cc(NC(=O)c2cc(-c3cccs3)on2)nn1Cc1ccc(Cl)cc1 | 100 | 102 | 18 | 100 | 25 | 40 | 22 | -5 | 2 | 1.5 | /
Cc1ccc(N/C(N)=N/c2nc(C)cc(C)n2)cc1 | 104 | 102 | 8 | 104 | 3 | -1 | 12 | -6 | 1 | 4.0 | /
CCC(C)NC(=O)CNC(=S)N(Cc1ccccc1)Cc1cccnc1 (stereo unspecified) | 110 | 101 | 19 | 103 | 16 | 4 | 7 | -7 | -57 | 0.4 | 4
N/C(=N\OS(=O)(=O)c1ccc(Br)cc1)c1ccncc1 | 99 | 97 | 5 | 101 | 17 | -3 | 27 | -1 | -2 | -0.4 | -9
CC(C)Cn1c(SCC(=O)N2CCc3ccccc3C2)nc2cc(Cl)ccc2c1=O | 102 | 101 | -15 | 101 | 13 | 27 | 4 | -5 | -12 | 25 | 10
COc1ccccc1CNC(=O)CCC(=O)Nc1nnc(C)s1 | 103 | 115 | -4 | 108 | 17 | 0 | 12 | -2 | -31 | 0.1 | /
CCC(O)CNc1nc(SC)nc2sc3c(c12)CCN(C)C3 (stereo unspecified) | 106 | 110 | 17 | 108 | 19 | 1 | 17 | -2 | -62 | 0.2 | /
O=C(c1ccccc1F)N(Cc1nc2ccccc2c(=O)[nH]1)C1CCCC1 | 104 | 103 | 19 | 102 | 10 | 5 | 10 | 0 | -17 | 1.0 | 4
CC(=O)c1cccc(CN2CCN(Cc3ccc(F)cc3)C(CCO)C2)c1 (stereo unspecified) | 109 | 114 | 7 | 107 | 12 | 0 | 14 | 0 | -22 | -0.2 | -11
CCCCOc1cccc(C(=O)O)c1 | 98 | 97 | 7 | 101 | 14 | 0 | 6 | 4 | -34 | 0.0 | /
CC(C)C(=O)NNc1ccc(C(F)(F)F)cn1 | 101 | 99 | -9 | ? | 6 | / | / | / | -21 | / | -4
Cc1cc(NC(=O)CC2(CC(=O)O)CCCC2)n(C)n1 | 102 | 101 | 2 | ? | 7 | / | / | / | -5 | / | -1
Fc1cccc(Cl)c1CNc1ccc(N2CCCC2)cc1 | 101 | 98 | 72* | 105 | 5 | 0 | 10 | 16 | -40 | -0.8 | -25
CCC(=O)N(CC(=O)Nc1sc(C)c(C)c1C(N)=O)C1CCCCC1 | 100 | 102 | -2 | 101 | 9 | 0 | 53 | -3 | -12 | 0.3 | /

One compound at a time, from the list above:
Record of COc1ccccc1CNC(=O)CCC(=O)Nc1nnc(C)s1 = RGS8-Gao = 103; RGS4-Gao reg = 115; Mcl1-Noxa inh = -4; RGS7-Gao reg = 108; Avidin bead fluor = 17; ABCG2 inh = 0; GSH fluor = 12; Mcl-1 Bim block = -2; Mcl1-Bid inh = -31; ABCB1 block = 0.1; Pf gamet viab = /
Record of CC(=O)c1cccc(CN2CCN(Cc3ccc(F)cc3)C(CCO)C2)c1 (stereo unspecified) = RGS8-Gao = 109; RGS4-Gao reg = 114; Mcl1-Noxa inh = 7; RGS7-Gao reg = 107; Avidin bead fluor = 12; ABCG2 inh = 0; GSH fluor = 14; Mcl-1 Bim block = 0; Mcl1-Bid inh = -22; ABCB1 block = -0.2; Pf gamet viab = -11

Later entries
SMILES | RGS8-Gao | RGS4-Gao reg | Mcl1-Noxa inh | RGS7-Gao reg | Avidin bead fluor | ABCG2 inh | GSH fluor | Mcl-1 Bim block | Mcl1-Bid inh | ABCB1 block | Pf gamet viab
Cc1nc(SC(C(=O)c2ccccc2)c2ccccc2)n[nH]1 (stereo unspecified) | 98 | 99 | 6 | 96 | 24 | 1 | 19 | -1 | 0 | 0.0 | /
COc1cc(OC)c(C2=NOC(C(=O)N3CCc4ccccc4C3)C2)cc1Cl (stereo unspecified) | 98 | 103 | -8 | 102 | 3 | 28 | 41 | -133 | -27 | 28 | /
CCC(C)NC(=O)C1CCCN(S(=O)(=O)c2ccc(-n3cnnn3)cc2)C1 (stereo unspecified) | 104 | 102 | -3 | 101 | 5 | 4 | 13 | 0 | -31 | 1.1 | /
CSc1ccc(CN(C)CC(=O)Nc2cccc(Br)c2)cc1 | 98 | 98 | -1 | 100 | 6 | 5 | 11 | -4 | -56 | 0.6 | 0
O=C(N1CCOCC1)N1CCCN(C(=O)N2CCOCC2)CC1 | 99 | 96 | 2 | 99 | 7 | 4 | 12 | -1 | -23 | 0.3 | 4
CC(C)c1cc(C(=O)Nc2cccc(C(F)(F)F)c2)no1 | 102 | 100 | 2 | 99 | 35 | 5 | 17 | -3 | -6 | 0.7 | /
Cc1cc(/C=C(/C#N)c2cccc(F)c2)c(C)n1-c1cccnc1 | 100 | 103 | 4 | 98 | 26 | 0 | 14 | -1 | -23 | 0.0 | 6
CNC(=O)C1CC(=O)N(Cc2ccc3c(c2)OCO3)C(=Nc2ccc(OC)cc2)S1 (stereo unspecified) | 104 | 113 | 3 | 109 | 10 | 5 | 44 | -2 | -13 | 1.3 | /
CCCCCC(=O)c1ccc(O)cc1O | 101 | 101 | 18 | 99 | 8 | 4 | 16 | 0 | -11 | 0.3 | -34
COc1cc(CNc2ncn[nH]2)cc(Br)c1OC | 102 | 101 | -3 | 99 | 5 | 10 | 57 | -2 | -17 | 0.1 | 21
Cc1cccc(C)c1NC(=O)C(c1ccccc1)N1CCC1=O (stereo unspecified) | 98 | 102 | 2 | 97 | 16 | 1 | 6 | -3 | -9 | 0.5 | /
CCn1c(C)nc2cc(OC)ccc21 | 102 | 101 | -2 | 101 | 20 | 1 | 9 | -3 | -7 | 0.3 | -39
COc1ccc(Cc2nnc(NC(=O)c3ccccc3[N+](=O)[O-])s2)cc1 | 104 | 100 | 19 | 108 | 10 | 43 | 11 | 0 | -13 | 1.1 | -18
CCOC(=O)c1ccc(NC(=O)Cn2nnc(-c3ccccc3)n2)cc1 | 99 | 101 | -3 | 102 | 37 | 36 | 27 | -4 | 2 | 1.7 | -1
COc1ccc(NC(=O)c2ccc(COCC(F)(F)C(F)F)cc2)cc1 | 68 | 78 | -2 | 93 | 2 | -1 | 13 | 0 | -98 | -0.4 | -10
Cc1ccnc(NS(=O)(=O)c2ccc(NC(=O)C34CC5CC(C)(CC(C)(C5)C3)C4)cc2)n1 | 103 | 102 | 9 | 103 | 8 | 1 | 37 | 0 | -11 | 0.2 | 11
CCOc1ccccc1NC(=O)Cc1c(F)cccc1Cl | 103 | 101 | 1 | 106 | 7 | 33 | 18 | -3 | -8 | 1.1 | 26
COc1cccc2cc(C(=O)NCc3ccco3)c(=Nc3ccc(C(=O)O)cc3)oc12 | 101 | 103 | -19 | 98 | 14 | 7 | 29 | -2 | -29 | -1.0 | -17
O=C(O)c1ccc(Sc2ccccn2)c([N+](=O)[O-])c1 | 96 | 93 | 9 | ? | 14 | 0 | 16 | -2 | -19 | 0.2 | 4
O=C(CSCc1c(F)cccc1Cl)NCc1ccncc1 | 104 | 101 | 9 | ? | 8 | -1 | 16 | 2 | -34 | 0.1 | 16
Cc1ccc(C(=O)N/C(=C\c2sccc2C)C(=O)NCc2ccco2)cc1 | 97 | 100 | 6 | 100 | 23 | 0 | 14 | 0 | -10 | 0.2 | /
